# Screening data deposited in PubChem by National Center for Advancing Translational Sciences (NCATS).
# GLS inhibitor = inhibitors of human glutaminase (GLS); GLS enzymatic activity, qHTS titration; Potency, µM (titrated, usually from 45.5 µM), inactives show top-dose activity change, negative = inhibition, hits mostly inhibitors; 0.21% of 410,000 active; AID 624170; also: % is scaled to controls: 0 for no effect and ±100 for the full control effect
#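 hKGA in 45 mM KH2PO4 pH 8.2, 0.02% Tween-20 with pin-transferred compounds; 1 mM L-glutamine (stock) plus glutamate oxidase/HRP/Amplex Red coupling added. Fluorescence read initially and after 30 min at RT.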
# PGK inhibitor = T. brucei PGK inhibition; AID 602233; 0.043% of 380,000 active; PGK/GAPDH coupled, Kinase-Glo luminescence, 60 min; P07378; Potency, µM (top dose mostly 57.5 µM), for inactives: top-dose activity change, negative = inhibition, actives largely listed as inhibitors; also: % is scaled to controls: 0 for no effect and ±100 for the full control effect; nearly all actives have a fitted effect of over 60% in size
# Target sequence (P07378 whole entry, looked up): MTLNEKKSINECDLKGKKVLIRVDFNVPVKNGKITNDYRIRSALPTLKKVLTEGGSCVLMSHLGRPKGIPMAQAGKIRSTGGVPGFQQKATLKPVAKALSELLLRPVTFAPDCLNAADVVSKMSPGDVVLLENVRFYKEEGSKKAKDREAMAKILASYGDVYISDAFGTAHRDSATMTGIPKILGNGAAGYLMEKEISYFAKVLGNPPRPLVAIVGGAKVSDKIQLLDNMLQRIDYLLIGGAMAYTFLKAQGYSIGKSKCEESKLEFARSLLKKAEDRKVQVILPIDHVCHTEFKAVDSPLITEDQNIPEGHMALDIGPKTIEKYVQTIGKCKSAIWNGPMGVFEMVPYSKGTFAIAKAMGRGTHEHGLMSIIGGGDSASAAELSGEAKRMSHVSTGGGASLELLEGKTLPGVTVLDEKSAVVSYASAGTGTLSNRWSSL
#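 Recombinant glycosomal PGK reaction used 1,3-bisphosphoglycerate generated in-well by GAPDH (100nM final) in 100mM TEA pH 7.6, 5mM MgCl2, 0.01% Tween-20. After 60 minutes at room temperature, ATP was read by Kinase-Glo Plus luminescence end-point.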
# rTrxR1 inhibitor = inhibitors of rat thioredoxin reductase 1; O89049; recombinant rTrxR1, NADPH fluorescence consumption, selenite substrate; Potency, µM (titrated, usually from 114 µM), inactives show top-dose activity change, negative = inhibition, most hits filed as inhibitors; 1% of 390,000 active; AID 588453; also: % is scaled to controls: 0 for no effect and ±100 for the full control effect; nearly all actives have a fitted effect of over 65% in size
#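 Rat TrxR1 (90 nM in the dispensed reagent) was pre-reduced with 400 uM NADPH for 5 min at room temperature, then incubated with compound for 15 min. After 400 uM selenite was added, NADPH fluorescence (Ex 340/Em 450 nm) was followed for 8 min.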
# HP1b binding inh = blocks HP1-beta chromodomain binding to methylated histone tails; P83916; Potency, µM (doses to about 114 µM), without a hit: top-dose activity change, negative = inhibition, most hits filed as inhibitors; AID 540317; 0.56% of 390,000 active; AlphaScreen HP1-beta / biotin-H3K9me3 peptide binding; also: nearly all actives have a fitted effect of over 70% in size; inactives centre near 23
# Target sequence (P83916 whole entry, looked up): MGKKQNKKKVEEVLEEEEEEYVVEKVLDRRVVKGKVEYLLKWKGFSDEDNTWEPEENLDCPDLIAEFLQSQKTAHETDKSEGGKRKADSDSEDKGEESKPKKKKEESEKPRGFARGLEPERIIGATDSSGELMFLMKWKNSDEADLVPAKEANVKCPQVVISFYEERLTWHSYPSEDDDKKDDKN
#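 Compound inhibition of the preformed complex between 50 nM HP1-beta and 50 nM biotinylated H3K9me3 peptide was read by AlphaScreen. Buffer was PBS pH 7.4 with 0.01% Tween-20. Incubations ran 30 min at room temperature, with 10 ug/mL donor/acceptor beads.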
# RGS4 inh = blocks human RGS4-accelerated GTP hydrolysis; P49798; Potency, µM (series often up to 114 µM), for inactives: at the highest dose activity change, negative = inhibition, most hits filed as inhibitors; Transcreener GDP fluorescence polarization, RGS4-accelerated GTP hydrolysis; 0.039% of 390,000 active; also: % is scaled to controls: 0 for no effect and ±100 for the full control effect; nearly all actives have a fitted effect of over 75% in size; some results filed as inactive show a strong effect at the top dose
# Target sequence (P49798 whole entry, looked up): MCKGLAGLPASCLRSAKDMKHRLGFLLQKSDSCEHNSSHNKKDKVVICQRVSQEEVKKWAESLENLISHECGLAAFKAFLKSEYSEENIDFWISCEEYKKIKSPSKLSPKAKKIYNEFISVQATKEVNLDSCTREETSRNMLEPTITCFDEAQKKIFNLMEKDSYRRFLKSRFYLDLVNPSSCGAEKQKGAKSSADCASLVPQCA
#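 MLSMR compounds (23 nl, pin-transferred) preincubated 10 min at room temperature with a 500nM (2x) first reagent, then RGS4 at 900nM (2x) plus Transcreener GDP mix added; fluorescence polarization (620/688 nm) read before and after 90 min at 30 °C.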
# ALOX12 inh = inhibitors of human 12S-lipoxygenase ALOX12. 1.1% of 580,000 active. Potency, µM (top dose mostly 108 µM), without a hit: at the top dose activity change, negative = inhibition, actives largely listed as inhibitors. purified 12hLO, xylenol orange hydroperoxide absorbance. AID 1671190; also: % is scaled to controls: 0 for no effect and ±100 for the full control effect
#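 Hydroperoxide product was detected by ferrous iron/xylenol orange as the 573 to 405 nm absorbance ratio. Arachidonic acid at 40 uM (final) was turned over for 30 min at room temperature by 150 nM human 12hLO, pH 7.0 Hepes buffer, after 15 min compound preincubation.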
# ERG-DNA inh = ERG Ets/DNA interaction inhibition; P11308; fluorescence polarization, His-ERG Ets domain / labelled DNA; Potency, µM (top dose mostly 76.9 µM), without a hit: top-dose FP activity, negative = inhibition, hits mostly inhibitors; 0.028% of 370,000 active; AID 624246; active = well fitted inhibition curve with a large enough effect in the polarisation, with a control signal flat; inconclusive = small, poorly fitted or top-dose-only effect, or effect the other way, or a change in a side signal; inactive = no such curve, though single readings can be large or run the other way; the % refers to the polarisation;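 also: polarization taken with two DNA probes labelled with fluorescein and Texas red; % of control where 0% means no effect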
#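 His-tagged ERG Ets domain (1 uM in the protein solution; 300mM KCl, 50mM Tris-HCl, 1mM EDTA, 1mM DTT, pH 7.5) received compound, then a probe mix of 5 nM fluorescein-DNA and 100nM Texas-615-DNA. Fluorescence polarization was read for both dyes.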
# JMJD2A Tudor inh = inhibitors of human JMJD2A Tudor domain. O75164. AlphaScreen JMJD2A-Tudor / H3K4me3 peptide binding. Potency, µM (top dose mostly 114 µM), for the others: at the highest dose activity change, negative = inhibition, most hits filed as inhibitors. 4.4% of 390,000 active; also: % is scaled to controls: 0 for no effect and ±100 for the full control effect; nearly all actives have a fitted effect of over 50% in size
# Pin1 inhibitor = blocks the human prolyl isomerase Pin1; Q13526; Pin1 FP peptide displacement, HiFluor488, 10 min; Potency, µM (doses to about 115 µM), for inactives: at the top dose activity, negative = inhibition, most hits filed as inhibitors; 0.009% of 390,000 active; AID 504891; active = well fitted inhibition curve with a large enough effect in the polarisation, with a control signal flat, not every such curve was filed as active; inconclusive = small, poorly fitted or top-dose-only effect, or effect the other way, or a change in a side signal; inactive = no such curve, though single readings can be large or run the other way; the % refers to the polarisation; also: % is scaled to controls: 0 for no effect and ±100 for the full control effect
# Target sequence (Q13526 whole entry, looked up): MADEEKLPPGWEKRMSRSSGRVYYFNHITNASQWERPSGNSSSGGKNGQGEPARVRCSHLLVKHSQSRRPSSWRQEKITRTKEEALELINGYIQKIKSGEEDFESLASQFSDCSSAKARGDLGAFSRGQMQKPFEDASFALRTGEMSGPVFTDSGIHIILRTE
# The depositor's hits bear a star; i = inactive; ? = inconclusive; nt = no result given; & = joins results of further samples; [ ] = remark or other dose. Unless noted, calls follow the shape of the dose curve; as a rule, active = well fitted curve in the direction sought with a large enough effect; inconclusive = small, poorly fitted or top-dose-only effect, or another doubt; inactive = no such curve, though single readings can be large; an effect the other way counts as inactive or inconclusive. Potency is read from the fitted curve at half-maximal effect. Only part of the results is shown; rates above refer to the full screens.
GLS inhibitor	PGK inhibitor	rTrxR1 inhibitor	SMILES	HP1b binding inh	RGS4 inh	ALOX12 inh	ERG-DNA inh	JMJD2A Tudor inh	Pin1 inhibitor
-0.6%	-1.8%	31.3%	O=C(CCc1ccc(S(=O)(=O)N2CCOCC2)cc1)Nc1nc(COc2ccccc2)cs1	11.9%	-5.3%	25.2%	-8.5%	-28.8%	33.7%[activator]
6.2%	-3.1%	5.8%	CCN1CCN(c2ccc(S(=O)(=O)N3CCCC3)cn2)CC1	29.7%	25.6%	-10.4%	-4.0%	-8.9%	0.4%
8.6%	6.0%	23.8%	COc1ccc(C(C)(C)C)cc1NC(=O)c1ccc[n+]([O-])c1	16.8%	2.7%	-3.5%	2.6%	0.0%	7.3%
-4.9%	-5.7%	-2.7%[57.1 µM]	CCN1CCN(CCCNC(=O)CCC(=O)N2CCOc3ccc(Cl)cc32)CC1	40.1%[activator]	-28.7%	7.9%	-6.3%	-1.4%	-1.1%
-0.3%	8.9%	?	CCC1CCCCN1C(=O)c1ccc([N+](=O)[O-])o1 (centres undefined)	-5.1%	25.6%	-0.1%	-8.1%	-2.8%	2.4%
-13.0%	-4.6%	-0.4%	CCCS(=O)(=O)N1CCCC(C(=O)NCCCN(Cc2ccccc2)C(C)C)C1 (centres undefined)	12.4%	-22.4%	0.0%	3.8%	-9.8%	-12.6%
2.6%	-4.5%	0.1%[57.1 µM]	Cc1cc(N2CCOCC2)nc2ccc(NC(=O)CCC(=O)N3CCN(c4ccc(F)cc4)CC3)cc12	16.7%	-0.3%	-3.9%	-7.4%	-18.5%	0.1%
-1.6%	i	14.3%[57.1 µM]	COC(=O)C1=C(C)NC(=O)NC1c1ccc2ccccc2c1 (centres undefined)	17.7%	-8.7%	5.9%	-0.8%	-3.4%	-3.8%
31.4%[activator]	i	21.0%[57.1 µM]	Cc1ccc(N2CCN(CC(O)COC3CCCCC3)CC2)cc1 (centres undefined)	1.9%	1.9%[11.4 µM]	27.5%	-2.1%	-15.0%[57.1 µM]	-0.2%
2.8%	-11.1%	57.4%[activator][57.1 µM]	COc1cccc(C(=O)N=c2sc3c(C)ccc(OC)c3n2C)c1	46.1%[activator]	-5.4%	20.9%	7.5%	-5.6%	-2.2%
-11.2%	2.3%	18.6%	COc1ccc(OC)c(NC(=O)C23CC4CC(C2)CC(n2cnc(Br)n2)(C4)C3)c1	-7.9%	1.2%	9.0%	5.9%	-34.3%	-9.7%
1.4%	-6.8%	14.0%	COc1cc(S(=O)(=O)N2CCOCC2)ccc1NC(=O)c1cc2c(s1)CCC2	11.1%	-3.6%	11.0%	-3.3%	-15.1%	21.2%
3.7%	9.9%	79.2%[activator][57.1 µM]	CN1CCN(Cc2c(O)ccc3cc(-c4ccccn4)c(=O)oc23)CC1	16.7%	17.2%	1.7%	-9.8%	-1.0%	?
-3.3%	i	9.5%	COc1ccc(NC(=O)c2cc(OC)c(OC)cc2OC)c(S(=O)(=O)N2CCOCC2)c1	24.9%	-24.8%	10.8%	0.2%	-22.0%	-12.8%
17.1%	-9.7%	7.08µM*	C=C1C(=O)C23C(O)C1CCC2C12CCCC(C)(COC(C)=O)C1C(O)C3(O)OC2 (centres undefined)	-5.0%	?	2.4%	nt	?	-0.8%
-2.4%	4.7%	14.2%	CCCc1nnc(SCC(=O)N(CC)CC)n1CC1CCCO1 (centres undefined)	31.7%	1.1%	1.2%	-10.8%	-0.7%	-4.2%
-4.0%	-9.5%	13.4%	CCOC(=O)c1c(NC(=O)CC(C)C)sc(C(C)=O)c1C	53.9%[activator]	9.8%	-9.9%	0.2%	20.3%	-6.0%
-1.1%	7.2%	0.4%	C/C(=N/N1CCN(Cc2ccccc2)CC1)c1ccc(Br)cc1	6.5%	15.0%	2.6%	-4.6%	-27.9%	2.5%
7.0%	i	-0.5%	Cc1oc2c(CN3CCCCC3)c(O)ccc2c(=O)c1-c1ccc(Br)cc1	45.0%[activator]	-8.7%[56.9 µM]	-15.2%	-8.1%	3.0%	-8.1%
7.0%	-9.6%	10.0%[57.1 µM]	COc1cccc(C2CC(C(F)(F)F)n3ncc(C(=O)O)c3N2)c1 (centres undefined)	43.1%	36.9%	7.3%	7.4%	-2.7%	2.3%
2.6%	-8.1%	-3.0%	Cc1ccn2c(=O)nc(SCC(=O)N3CCCC3)nc2c1	7.0%	24.6%	-4.5%	5.8%	-16.2%	-1.3%
-1.9%	-10.9%	-16.3%	Nc1nnc(-c2ccc(Cl)c([N+](=O)[O-])c2)s1	2.1%	-21.7%	-14.2%	3.0%	-21.0%	3.2%
12.8%	4.6%	-16.3%	COc1ccccc1C(CNC(=O)COc1cc(C)ccc1Cl)N1CCCC1 (centres undefined)	3.3%	-10.6%	-9.3%	-0.7%	-11.0%	-0.2%
9.2%	8.0%	2.7%&-17.8%	O=C1CCN(Cc2ccc([N+](=O)[O-])cc2)CCN1CCO	17.9%	17.6%	-0.5%	8.2%	-17.4%	-6.6%
5.2%	1.6%	3.2%	Cn1nnc(NC(=O)c2ccco2)n1	34.2%[activator]	39.8%	-1.3%	4.0%	-6.0%	4.1%
5.9%	0.0%	6.9%	CC(C)Oc1ccc(/C(O)=C2/C(=O)C(=O)N(CCN3CCNCC3)C2c2ccc(C(C)C)cc2)cc1 (centres undefined)	23.7%	-18.7%	0.0%	-7.8%	-6.4%	-3.2%
0.0%	-2.6%	16.9%	COc1ccc2[nH]cc(CCNC(=O)C3CC(=O)N(c4ccc(Cl)cc4)C3)c2c1 (centres undefined)	-26.8%	27.2%	-25.6%	4.9%	-35.0%	-12.4%
4.8%	-2.5%	19.2%	COc1ccc(Oc2coc3cc(O)ccc3c2=O)cc1	36.8%	11.1%	0.0%&-7.6%	14.8%	-6.8%	2.6%
4.7%	5.5%	-10.5%	COCCn1c(=N)c(C(=O)NCc2ccco2)cc2c(=O)n3ccccc3nc21	7.6%	3.3%	15.0%	-5.5%	-31.2%	?
-1.7%	-8.1%	9.6%[57.1 µM]	CCC1=C(OC(=O)N(CC)CC)N2C(=O)OC(=NCc3ccccc3)[C@]2(C)[C@H]2C1=CC[C@H]1C(=O)N(c3ccccc3)C(=O)[C@H]12	26.8%	-17.2%	-14.7%	3.1%	-25.9%	19.4%
2.1%	-0.9%	13.6%	COc1cccc(-c2cc(=O)c3cc(NC(=O)c4ccccc4)ccc3[nH]2)c1	17.8%	6.9%	-14.0%	13.9%	-24.1%	?
3.6%	-2.0%	10.6%[57.1 µM]	Cc1ccc(S(N)(=O)=O)cc1NC(=O)/C=C/c1cccs1	39.8%[activator]	-7.7%	0.0%	-9.2%	7.4%	-23.6%
0.7%	-1.0%	11.7%	COc1ccc(Cl)cc1NC(=O)CN(C)C(=O)c1ccc(-n2cncn2)cc1	9.0%	-6.5%	?	-2.1%	-7.6%	0.0%
68.0%[activator]	-6.7%	20.0%[57.1 µM]	CCN1CCN(c2ccc(NC(=O)c3cccc(S(=O)(=O)N4CCCC4)c3)cc2)CC1	-6.9%	-0.9%	-24.9%	-13.0%	-29.9%	2.4%
0.4%	-7.2%	6.0%[57.1 µM]	CCC(=O)NC1(C(F)(F)F)C(=O)NC(C)=C1C#N (centres undefined)	37.4%[activator]	-15.5%	-9.0%&27.8%	0.5%	3.2%	-3.5%
-2.5%	4.7%	3.0%	COCCNC(=S)N/N=C/c1ccc([N+](=O)[O-])cc1	30.3%	42.0%	0.0%	0.4%	-16.9%	-0.5%
1.3%	-3.9%	1.2%	c1ccc(Cn2c[n+](Cc3ccccc3)cn2)cc1	45.4%[activator]	8.7%	53.3%[activator]	-29.4%	-9.6%	3.0%
-5.7%	-1.4%	7.3%	Cc1ccc(-n2c(SCC(N)=O)nnc2-c2ccccn2)cc1	36.1%[activator]	-11.2%[56.9 µM]	0.7%	-3.8%	?	-4.5%
-9.7%	-3.9%	0.3%	Cn1c(-c2ccc(F)cc2)cnc1SCC(=O)N1CCCc2ccccc21	?	?	13.7%	1.5%	-29.1%[57.1 µM]	1.6%
-1.0%	0.5%	-5.3%	CCOCC(=O)Nc1ccc(S(=O)(=O)Nc2nccs2)cc1	21.8%	18.3%	0.0%	-1.7%	-11.0%	1.7%
-0.5%	4.1%	32.8%	Cc1c(NC(=O)CCSCCc2ccccn2)cccc1[N+](=O)[O-]	50.9%[activator]	3.7%	-3.0%	0.9%	-7.6%	-0.1%
28.9%	-4.7%	-10.1%	NNC(=S)Nc1ccc(OC(F)(F)F)cc1	-3.5%	-2.1%	0.0%	-1.7%	-22.3%	-6.9%
0.2%	-9.2%	11.2%	COc1cc(C(=O)NC(CCSC)C(=O)OCC(=O)NC(=O)C2CCCCC2)cc(OC)c1OC (centres undefined)	21.4%	14.7%	-7.5%	18.1%	-23.8%	-7.5%
-3.2%	-3.3%	14.3%[57.1 µM]	CCN(CC)CCOC(=O)c1ccc(NC(=O)c2cc3cccc(OC)c3oc2=O)cc1	11.9%	15.0%	0.2%	-0.6%	-28.0%	3.7%
